# Insulin prom up: MIN6 insulin promoter up-regulation; AID 1625; MIN6 insulin promoter-GFP reporter, high-content imaging; hits give high values; z-score at 5 µM; hit rate 0.3% among 190,000;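 active = z-score above 3 at 5 µM with at least 500 cells counted in the well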
# M1AAP inhibition: malaria alanyl aminopeptidase activity blockers – biochemical, fluorogenic H-Leu-NHMec substrate, 1536-well (AID 1445); hit rate 0.42% among 220,000; inhibition, % at 30 µM; hits with a dose series show IC50 in µM; recombinant M1AAP, H-Leu-NHMec fluorogenic kinetic assay; higher % means a stronger effect;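 active = primary inhibition above the hit cutoff, then over 50% inhibition at one or more dose response concentrations, cut at about 23% in these data, passing the limit was not always enough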;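 note: plate controls were DMSO full reaction for no effect and no enzyme background for full effect; strong numbers were not always called active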
# CSM14.1 death rescue: rescue of cells from ER stress-induced death, primary screen, 384-well, CSM14.1, thapsigargin, ATP luminescence (AID 1222); CSM14.1 thapsigargin-induced death rescue, ATP luminescence; higher % means a stronger effect; one-dose cellular ATP content (survival), % at 20 µM; EC50 in µM for titrated hits; 190,000 tested, under 10 active;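 active = EC50 below 50 µM in the dose-response confirmation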;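 note: death triggered by thapsigargin at about 15 µM added after 2 h compound pretreatment; cell ATP read after overnight thapsigargin exposure of roughly 18 to 22 hours; normalized against plate controls of thapsigargin alone and 5% DMSO vehicle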
# Autophagy mod: modulators of autophagy. MEF GFP-LC3 puncta imaging; test concentration mostly 10 µM. calls only at 10 µM (by protocol). hit rate 0.98% among 190,000. AID 463193;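 active = percentage of spot-positive cells more than 3 SD above its plate mean, without a fluorescence outlier flag or 80% toxicity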;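 note: spot-positive cell cutoff set from DMSO-treated cells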
# UTI89 phage lysis: protection from phage-mediated lysis, alamar blue read-out – E. coli UTI89, K1F phage, bacterial capsule biogenesis inhibitors (AID 488966); E. coli UTI89 K1F phage lysis, alamar blue, 2 h; higher % means a stronger effect; hit rate 0.02% among 340,000; inhibition, % at 100 µM; hits with a dose series show IC50 in µM;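 active = phage lysis inhibition, versus mean bacterial control, above a set limit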;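 note: capsule biogenesis inhibitors block K1F phage lysis so surviving cells raise fluorescence; higher fluorescence means more inhibition of phage lysis; actives were called in the ten point dose series up to 300 µM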
# MT stabilizer: stabilizes microtubules in HeLa cells. HeLa tubulin immunostaining HCS, 24 h; share of cells brighter than vehicle mean+2SD. % tubulin-high responders, % at 10 µM. hit rate 0.83% among 200,000;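 active = plate Z-score above 3 for both tubulin-high and condensed-nucleus cell shares, with cell loss under 80%, at 10 µM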;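 note: anti alpha tubulin signal scored within the nucleus-defined area of each cell; some results filed as inactive read as strong as hits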
# P. falciparum M17LAP: P. falciparum M17LAP inhibitors, primary screen, biochemical, fluorogenic H-Leu-NHMec substrate, 1536-well (AID 1619); recombinant M17LAP, H-Leu-NHMec fluorogenic kinetic assay; higher % means a stronger effect; one-dose inhibition, % at 30 µM; IC50 in µM for titrated hits; hit rate 0.38% among 220,000;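 active = compound inhibiting the enzyme by more than half at any dose during confirmatory dose-response retesting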;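 note: plate controls were full reaction with DMSO carrier for no effect and no enzyme background for full effect; strong numbers were not always called active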
# bCat nuc transl: beta-catenin nuclear translocation modulation | nuclear translocation activity, % at 5 µM | hit rate 0.3% among 190,000 | HeLa beta-catenin nuclear translocation, immunofluorescence imaging;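 active = nuclear translocation activity above 50% at 5 µM, with a well cell count of 50 or more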;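 note: per-cell ratio of nuclear to cytoplasmic median beta-catenin stain intensity; plate controls were DMSO negative control for no effect and GSK-3 inhibitor IX positive control for full effect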
#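 Assay system: human HeLa cells, native beta-catenin; doses: 5 µM primary, 0.02–20 µM confirmation; incubation: compound treatment 24 h, 37°C, 5% CO2; technique: fluorescence imaging of beta-catenin antibody stain plus DAPI; measure: % activation, nuclear-to-cytoplasmic median beta-catenin signal ratio per cell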
# Dynein transport: blocks dynein driven cargo transport along microtubules; 3617.4 mouse cells, GR-EGFP nuclear translocation imaging; test concentration mostly 20 µM; stimulated with dexamethasone, 1 µM; hits give low values; z-score, hits read low; hit rate 0.47% among 220,000; AID 1381;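 active = plate z-score of nuclear minus cytoplasmic receptor signal below a set negative limit, without overly bright fluorescence or cell loss, cut at about -3.5 in these data, passing the limit was not always enough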;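 note: z-score of nuclear minus cytoplasmic ring GR-EGFP intensity difference per well; some compounds called inactive have numbers as strong as hits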
#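 Medium: Induction medium lacking tetracycline, stripped serum | Probe or stimulus: 1.0 µM final dexamethasone stimulus | Schedule: 48 h induction, then 1 h compound, then 30 min agonist, 37 °C | Signal: Automated 10x imaging of fixed Hoechst-stained cells | Evaluation: Per-cell GR-EGFP intensity, nucleus versus surrounding cytoplasmic ring, well-averaged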
# Dynein transport cytoplasmic EGFP: second read-out of Dynein transport, no call of its own (marks repeat the call); z-score; measured here: cytoplasmic GR-EGFP intensity; hits give high values
# Dynein transport nuclear GR-EGFP: recorded beside Dynein transport, whose call it bears; z-score; measured here: nuclear GR-EGFP intensity;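 lower value marks the stronger effect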
# Dynein transport cell count: also measured in Dynein transport; calls as there; z-score; measured here: cell count per field
# Insulin prom up cell count: recorded beside Insulin prom up, whose call it bears; cell count; measured here: cytotoxicity, nuclei count;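 total cells summed across four imaged fields per well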
# bCat nuc transl cell count 5 µM: also measured in bCat nuc transl; calls as there; cell count; measured here: cell count, cytotoxicity flag
# MT stabilizer Hoechst-high %: further read-out of MT stabilizer, marked with its call; % Hoechst-high responders; measured here: nuclear condensation Hoechst responders;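 share of cells brighter than vehicle mean plus two SD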
# MT stabilizer cytotoxicity %: recorded beside MT stabilizer, whose call it bears; toxicity, %; measured here: cytotoxicity by cell density;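 0% = mean cell density of plate MIN control wells and 100% = no cells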
# Autophagy mod cell loss 18 h: recorded beside Autophagy mod, whose call it bears; toxicity, %; measured here: cell loss, nuclei count;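 cell loss after 18 h compound exposure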
# An asterisk follows results filed as active; i = inactive; · = not tested or not shown; + = active, no number; [ ] = another dose, or the depositor's remark.
SMILES,Insulin prom up,Insulin prom up cell count,M1AAP inhibition,CSM14.1 death rescue,Autophagy mod,Autophagy mod cell loss 18 h,UTI89 phage lysis,MT stabilizer,MT stabilizer Hoechst-high %,MT stabilizer cytotoxicity %,P. falciparum M17LAP,bCat nuc transl,bCat nuc transl cell count 5 µM,Dynein transport,Dynein transport cytoplasmic EGFP,Dynein transport nuclear GR-EGFP,Dynein transport cell count
COc1ccc(-n2ccsc2=S)cc1,0.69,1708,4.0%,-0.5%,i,10.2,3.4%,1.3,1.3,6.0,10.1%,-3.1,919,-0.866,0.0145,-0.37,1.63
Cc1ccc(NS(=O)(=O)c2ccc(C)c(NC(=O)COc3ccccc3)c2)c(C)c1,·,·,0.1%,-3.1%,i,-5.4,2.3%[50 µM],2.7,3.8,4.0,-4.7%,-1.3,992,-0.716,0.162,-0.434,0.643
Clc1nnc2ccc(-c3ccccc3)nn12,-0.62,930,2.1%,1.2%,i,-0.8,0.1%,4.2,2.5,16.5,8.8%,3.4,934,0.884,-0.0481,0.637,0.0223
Cc1cc([N+](=O)[O-])nn1CC(=O)Nc1ccc(Cl)cn1,-0.04,1654,0.9%,3.1%,i,2.7,0.1%,2.1,1.5,1.5,35.0%,-4.6,1079,0.262,-0.176,0.667,-1.14
CCC(C)NC(=O)C1CCN(S(=O)(=O)N2CCCC2)CC1 (stereo unspecified),-0.41,1194,-0.5%,0.5%,i,5.2,0.3%,7.4,2.3,11.2,5.4%,·,·,-0.55,-0.239,0.0823,0.768
O=C(c1cnccn1)N(Cc1cccs1)C1(C(=O)NC2CCCCC2)CCCCC1,-0.92,1535,16.6%,-2.6%,i,-1.2,4.4%,1.4,3.2,6.7,14.6%,-3.0,1108,0.959,-0.128,1.68,-1.58
CCn1c(N)nc2c1c(=O)n(C)c(=O)n2C,-0.11,1627,6.4%,0.1%,i,8.0,0.2%,3.3,2.2,6.1,-3.9%,1.2,995,-0.445,-0.24,-0.257,0.28
N#Cc1ccsc1NC(=O)CSc1nnnn1-c1ccc(O)cc1,0.51,1419,11.2%,-0.1%,i,6.7,0.0%,1.9,2.2,4.8,-2.5%,0.1,1187,0.0638,0.117,0.251,0.1
COc1ccc(CCNC(=O)CSCc2ccc([N+](=O)[O-])cc2)cc1OC,0.12,1292,-0.8%,-2.9%,i,1.6,-1.9%,1.8,2.0,4.3,-18.5%,0.4,551,0.426,-0.333,-0.23,0.22
O=C(c1cc(-c2ccccn2)nc2ccccc12)N1CCN(c2ncccn2)CC1,0.36,1305,1.9%,0.1%,i,25.9,i,5.7,1.0,19.5,7.7%,-0.7,1002,-0.405,-0.307,0.0705,1.51
COc1ccccc1/C=N/NC(=S)Nc1cccnc1,·,·,12.5%,-1.0%,i,6.3,0.8%,2.1,1.6,1.9,19.6%,0.2,1010,0.55,-0.221,-0.0977,0.255
O=C(Nc1nc2ccccc2c2nc3ccccc3n12)c1ccc(F)cc1,0.21,1272,-2.6%,5.2%,i,10.6,·,i,·,100.0,21.8%,-1.2,540,0.439,-0.218,1.11,-0.936
COCC(=O)Nc1ccc(S(=O)(=O)Nc2ccccn2)cc1,0.47,1559,-0.4%,0.4%,i,-3.9,-0.7%,6.3,1.6,6.4,5.6%,-2.7,1083,0.163,-0.372,0.0161,-0.395
O=C(NCc1ccccn1)C1CN(S(=O)(=O)c2ccccc2)CCN1S(=O)(=O)c1ccccc1 (stereo unspecified),-0.6,1371,-4.6%,-0.7%,i,23.0,·,2.9,1.7,0.0,-9.7%,1.4,1455,2.1,-0.206,1.58,-1.24
CC1=NOC(=O)/C1=C\c1ccc(-c2ccc(Cl)c(C(=O)O)c2)o1,-0.07,1519,17.4µM*,-0.5%,i,3.1,-0.9%,2.0,1.8,3.8,19.3%,0.8,985,-0.569,-0.194,-0.491,-0.246
COc1ccc(C(CNC(=O)c2ccccc2C)N2CCCC2)cc1 (stereo unspecified),0.08,735,4.9%,-0.6%,i,-1.2,0.5%,1.8,1.3,2.0,12.5%,·,·,-0.718,-0.134,-0.255,0.358
CC1=C(C(=O)OCCNC(=O)c2ccccc2O)C(c2ccccc2[N+](=O)[O-])C(C(=O)OCC2CCCO2)=C(C)N1 (stereo unspecified),-1.68,930,1.5%,0.1%,i,13.0,10.2%,3.1,3.1,8.3,-8.8%,-4.5,619,-0.693,0.224,-0.656,0.671
COc1ccccc1N1CCN(C(=O)c2cc3c(=O)n(C)c4ccccc4c3n2C)CC1,0.18,823,18.5%,4.9%,i,0.0,3.6%,6.8,3.2,6.6,21.7%,0.1,1150,0.783,-0.00502,0.8,-1.01
FC(F)Sc1ccc(-n2c(-c3ccc(Cl)cc3)c[n+]3c2CCC3)cc1,-0.72,1214,6.9%,·,i,22.8,-0.7%,1.1,0.7,1.2,0.0%,2.3,1093,-0.179,-0.296,0.0602,0.399
Cc1ccccc1-n1sc2cc(F)ccc2c1=O,1.6,924,6.7%,-16.3%,i,16.6,-0.3%,1.8,1.1,2.8,-1.3%,0.8,1101,-4.84*,2.25*,-2.57*,0.519*
COc1ccc(-c2cc(C(F)F)n3ncc(C(=O)N4CCCc5ccccc54)c3n2)cc1,0.23,1460,3.8%,-1.7%,i,11.1,0.3%,3.2,1.2,5.3,2.9%,0.8,1550,-0.337,-0.171,0.0417,0.953
O=S1(=O)N=C(Nc2ccc(O)cc2)c2ccccc21,-1.59,1692,2.6%,-0.2%,i,-4.9,-0.6%,3.9,1.8,4.6,-2.9%,-4.6,1188,-0.198,-0.285,-0.112,1.03
O=C(CN1CCN(c2ccc(C(F)(F)F)cn2)CC1)Nc1ccc2c(c1)OCO2,-0.13,958,0.5%,·,·,·,1.1%,·,·,·,11.8%,1.3,1295,-2.16,-0.185,-0.404,0.344
O=C(NCCCN1CCCC1=O)c1cc(=O)c2ccccc2o1,0.5,1197,11.5%,1.7%,i,14.7,0.6%,3.0,2.4,5.7,17.5%,-4.1,1121,-0.188,-0.231,0.171,-0.202
COCCCNc1ncnc2c1cnn2-c1ccc(C)cc1C,-0.64,1222,0.5%,-1.8%,i,-1.2,0.7%,1.7,0.1,70.3,6.1%,-1.6,1101,0.606,0.388,1.14,-0.278
Cc1c(Cl)cccc1NC(=O)CSc1ccc(-c2cccnc2)nn1,-0.43,1162,-3.2%,1.0%,i,-2.3,-0.1%,2.0,2.9,9.9,-9.6%,2.1,1076,-0.323,-0.115,-0.111,0.455
CN1CCN(C(=S)Nc2ccc(Cl)cc2)CC1,0.02,1512,5.1%,-0.4%,i,11.4,0.1%,2.5,1.3,7.0,6.0%,-3.4,1124,-0.6,0.0462,-0.0622,1.23
Cc1cc(=O)oc(C)c1C(=O)NCCN(C)Cc1ccccc1,-0.72,1218,1.8%,-0.7%,i,-7.2,0.2%,5.8,1.8,5.0,-1.8%,-3.4,1057,-1.63,-0.361,-0.441,2.47
CCOc1cccc(C(=O)Nc2nccs2)c1,0.47,1217,4.4%,-1.9%,i,3.6,2.8%,2.0,2.5,8.8,8.6%,-3.2,612,-0.0825,-0.216,-0.302,0.608
Cc1c(C(=O)c2ccc(Cl)cc2[N+](=O)[O-])c2ccccn2c1CCC#N,0.43,1254,14.8%,-1.5%,i,11.9,-1.4%,2.2,2.4,5.9,-1.1%,·,·,0.222,-0.303,-0.173,-0.407
COc1cccc(/C=C/C(=O)Nc2cccc(C(C)=O)c2)c1OC,0.86,1114,3.4%,·,i,1.7,-0.4%,5.3,3.6,3.7,1.4%,-0.7,1133,-0.696,-0.358,-0.0331,0.664
Cc1cc(N2CCN(c3ccccc3)CC2)nc(N)n1,·,·,4.1%,0.7%,i,-15.7,0.8%,3.6,2.6,3.7,14.8%,-2.6,623,-0.83,-0.265,-0.234,0.426
CCOC(=O)Cn1nc(C)c(NC(=O)COc2ccc([N+](=O)[O-])c(C)c2)c1C,-0.07,1303,-0.4%,-1.1%,i,1.8,0.3%,2.6,3.6,5.3,7.8%,-0.4,1091,0.253,-0.074,0.108,-0.455
CCC(C)Nc1nc(Cl)nc(NCCOc2ccccc2)n1 (stereo unspecified),-0.22,1415,-2.3%,2.9%,i,-4.0,0.2%,2.8,1.6,3.4,-0.2%,0.5,920,0.166,-0.305,-0.12,0.0369
COc1ccc(C(=O)NCc2ccccn2)cc1,·,·,10.7%,-2.3%,i,-6.9,0.5%,1.2,1.8,1.9,13.4%,4.2,548,-0.713,-0.251,-0.193,-0.0111
CC(/C=N/NC(=O)c1cc(-c2cccnc2)nc2c1c(C)nn2-c1ccccc1)=C\c1ccccc1,-0.72,1129,2.7%,-0.1%,+,1.3*,2.5%,4.6,1.2,2.2,-2.4%,-1.7,1048,0.814,-0.194,0.344,0.0951
CCOC(=O)c1c(C)[nH]c(C(=O)OCC(=O)Nc2cc(C)c(Cl)cc2OC)c1C,-0.48,872,4.9%,2.8%,+,-3.2*,0.5%,2.4,1.1,6.3,1.3%,-1.2,1213,-0.285,-0.223,0.519,0.378

# Compound activity deposited in PubChem by several laboratories.
